ROS inducer = ROS inducers in U2OS cancer cells, primary screen, cell-based, H2DCF-DA fluorescence; U2OS ROS induction; hit rate 2% among 46,000; ROS induction (% of piperlongumine), % at 10 µM; in the data active = ROS induction above about 79%, passing the limit was not always enough; inconclusive = no clear call, values can overlap the other calls;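 note: 0% = DMSO vehicle median and 100% = reference compound median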
Numbers without * were called inactive; ? = inconclusive; & = joins results of further samples. This is a subset. The share of hits here may be higher or lower than overall.

SMILES | ROS inducer
CN1CCc2cc(O)cc3c2[C@H]1Cc1ccc(O)c(O)c1-3 | -14
C[C@@H]1CC([C@H](O)CC2CC(=O)NC(=O)C2)C(=O)[C@@H](C)C1 (stereo partly specified) | -5
O=c1cccc2n1CC1CNC[C@H]2C1 | -8
CCC(C)N=Cc1c(O)[nH]c(=O)[nH]c1=O (stereo unspecified) | -7
OCC1OC(n2cnc3cc(Cl)c(Cl)cc32)[C@@H](O)[C@H]1O (stereo partly specified) | -8
Clc1cccc(SC2CCNCC2)n1 | -2
C[C@@H]1CCC/C=C/[C@H]2C[C@@H](O)C[C@@H]2[C@@H](O)/C=C\C(=O)O1 | -10
Cc1cc(OCC(=O)N(C)C)c2c3c(c(=O)oc2c1)CCCC3 | 41
CN1CC=C(c2noc(CCC(=O)Nc3ccc(F)cc3F)n2)CC1 | -17
CCN(CC)C(=O)c1ccc(N(Cc2ccccc2Cl)S(C)(=O)=O)cc1 | 11
C[C@@H]1CN([C@@H](C)CO)C(=O)CCCn2cc(nn2)CO[C@H]1CN(C)C(=O)Oc1ccc2ccccc2c1 | 55
CCNC(=O)[C@H]1O[C@@H](n2cnc3c(N)ncnc32)C(O)[C@H]1O (stereo partly specified) | -14
CC(NC(C)(C)C)C(=O)c1cccc(Cl)c1 (stereo unspecified) | 3
CC(=O)O[C@H]1CC[C@@]2(C)C(=CC[C@@H]3[C@@H]2CC[C@]2(C)C(=O)CC[C@@H]32)C1 | -5
COc1ccc(C[C@H]2NC[C@H](O)[C@H]2OC(C)=O)cc1 | -3
COc1c(CC=C(C)C)c2c(c3oc(=O)c(-c4ccc(O)cc4)c(O)c13)C=CC(C)(C)O2 | -2
COc1ccc(CNCc2nc3ccccc3c(=O)n2-c2ccc(F)cc2)cc1 | -29
O=C(CCl)c1cc(Br)c(Br)s1 | -9
O=C(c1noc2c1COc1ccccc1-2)N1CCC2(CC1)OCCO2 | -6
c1ccc2c(CNCCc3c[nH]c4ccccc34)cccc2c1 | 9
C[C@@H]1CN([C@H](C)CO)C(=O)CCCn2cc(nn2)CO[C@H]1CN(C)C(=O)Oc1cccc2ccccc12 | 6
CCCCCc1cc(O)c2c(c1)OC(C)(C)[C@@H]1CCC(C(=O)O)=CC21 (stereo partly specified) | -3
C[C@H](CO)N1C[C@H](C)[C@@H](CN(C)C(=O)Oc2ccc3ccccc3c2)OCc2cnnn2CCCC1=O | 2
CCCCC/C=C\C/C=C\C/C=C\C/C=C\CCCC(=O)NCCO | -7
CC1OC(n2cnc3c(N)ncnc32)C[C@H]1O (stereo partly specified) | -11
CCc1ccc(CN2CCN(Cc3ccc(CC)cc3)CC2)cc1 | 34
C[C@H](N)C(=O)N[C@@H](C)C(=O)N[C@@H](Cc1ccccc1)C(=O)CCl | -11
CC(C)(O)[C@H]1O[C@H]2CC[C@@]3(C)[C@@](O)(CC[C@H]4Cc5c([nH]c6ccccc56)[C@@]43C)C2=CC1=O | 15
COC1CC(OC2C(C)OC(OC3C(C)OC(OC4C(C)OC(O[C@H]5CC[C@@]6(C)C(=CC[C@]7(O)C6CC(OC(=O)c6ccccc6)[C@@]6(C)[C@]7(O)CC[C@@]6(O)C(C)=O)C5)CC4OC)CC3OC)CC2OC)OC(C)C1O (stereo partly specified) | 20
c1ccc2c(c1)[I+]c1ccccc1-2 | 12
C#CCN(C)[C@H](C)Cc1ccccc1 | 5&2
O=C(c1ccccc1)C12CN3CN(CN(C3)C1)C2 | 7
C=CC(C)(C)c1cc2cc3c(cc2oc1=O)O[C@H](C(C)(C)O)C3 | -3
CSc1ncccc1C1=N/C(=C\N(C)C)C(=O)O1 | -4
COc1cc2c(cc1OC)C13CCN(C)CC4=CCOC5CC(=O)N2C1C5C4CC3=O (stereo unspecified) | -5
O=c1ccc2c(O)c3ccoc3cc2o1 | 17
CCN(CC)C(=O)N[C@@H]1C[C@@H]2c3cccc4[nH]cc(c34)C[C@H]2N(C)C1 | 1
COc1cc2c(cc1OC)C(C)NCC2 (stereo unspecified) | 8&-10
C[C@@H]1CN([C@@H](C)CO)C(=O)CCCn2nncc2CO[C@@H]1CN(C)C(=O)Oc1ccccc1 | 9
C[C@H]1CC[C@@H]2[C@@H](C)[C@H]3[C@H](C[C@H]4[C@@H]5CC=C6CC(O[C@@H]7O[C@H](CO)[C@@H](O)[C@H](O[C@@H]8O[C@H](CO)[C@@H](O)[C@H](O)[C@H]8O)[C@@H]7O[C@@H]7O[C@@H](C)[C@H](O)[C@@H](O)[C@H]7O)CC[C@]6(C)[C@H]5CC[C@]34C)N2C1 (stereo partly specified) | -26
Oc1ccc(C2(c3ccc(O)cc3)CCCCC2)cc1 | -9
C=C(C)[C@@H]1C2C(=O)O[C@H]1[C@H]1OC(=O)[C@@]34OC3C[C@]2(O)[C@@]14C (stereo partly specified) | -6
C[C@]12CC[C@H]3[C@@H](CC[C@]4(O)C[C@@H](O)CC[C@]34C=O)[C@@]1(O)CC[C@@H]2C1=CC(=O)OC1 | -1
C[C@H]1CCC/C=C/C2C[C@H](O)C[C@H]2[C@H](O)/C=C\C(=O)O1 (stereo partly specified) | 0
N#CC(C#N)=Cc1cc(O)c(O)c(O)c1 | -3
CN1CC[C@@H]2CN3CCc4cccc(c43)[C@@H]2C1 | -4
CC(O)CN1CC2CC(C1)c1cccc(=O)n1C2 (stereo unspecified) | -5
c1cncc(C2=NCCC2)c1 | -7
CC(C)CCCn1c(O)c(/C=C2\C=CC=N2)c(=O)[nH]c1=O | -2
Cc1cccc(C)c1NC1=NCCS1 | -4
NCC(=O)c1ccccc1 | 1
C=CC/C=C\C/C=C\CCCCCCCc1cc(O)cc(O)c1 | -2
O=C1NCN(c2ccccc2)C12CCN(CC1COc3ccccc3O1)CC2 (stereo unspecified) | -8
COc1c2c(cc3c1OCO3)CCN(C)C2 | -7&-8
C[C@@H]1CN([C@@H](C)CO)C(=O)CCCn2nncc2CO[C@H]1CN(C)C(=O)Oc1ccccc1 | 0
O=C1C=C2C=C[C@@H]3CC2(O1)[C@H]1CCCCN31 | 10
CN1Cc2c(ccc3c2OCO3)[C@@H]2[C@H]1c1cc3c(cc1C[C@@H]2O)OCO3 | -9
O=C1C=C2C=C[C@@H]3C[C@@]2(O1)[C@H]1CCCCN31 | 39
N[C@H]1C[C@@H]1c1ccccc1 | -12
Cn1c2c(c3ccccc31)CCNCC2 | -10
(next part)
SMILES | ROS inducer
COc1ccc(OC(=O)N(C)C[C@H]2OCc3cnnn3CCCC(=O)N([C@H](C)CO)C[C@H]2C)cc1 | 7
C=C1[C@@H](C)[C@H]2[C@H](Cc3ccccc3)NC(=O)[C@]23[C@H](OC(C)=O)C=C[C@](C)(O)C(=O)[C@@H](C)C/C=C/[C@H]3[C@@H]1O | 23
C[C@]12CC[C@H](O)C[C@H]1CC[C@@H]1[C@@H]2C[C@@H](O)[C@]2(C)[C@@H](C3=CC(=O)OC3)CC[C@]12O | -6
COc1cc2c(cc1O)C[C@H]1c3c(cc(O)c(OC)c3-2)CCN1C | -13
CCN(CC)P1(=O)OC(C)(C)CC1(C)O (stereo unspecified) | -4
CNC(C)[C@H](O)c1ccccc1 (stereo partly specified) | -8
C[C@]12CC[C@H](O)C[C@H]1CC[C@@H]1[C@@H]2CC[C@]2(C)[C@@H](c3ccc(=O)oc3)CC[C@]12O | -6
C[C@H](CO)N1C[C@H](C)[C@@H](CN(C)C(=O)Oc2cccc3ccccc23)OCc2cn(nn2)CCCC1=O | 6
CCCC(=O)O[C@@H]1[C@@H](C)[C@@]2(O)[C@@H](C=C(CO)C[C@]3(O)C(=O)C(C)=C[C@@H]23)[C@@H]2C(C)(C)[C@]12OC(=O)CCC | 5
c1cncc(C2Nc3ccccc3-n3cccc32)c1 (stereo unspecified) | -4
N#CC(C#N)=NNc1ccc(OC(F)(F)F)cc1 | 30
CCOC(=O)C1=C(C)N(C)C2(C)CC1c1ccccc1O2 (stereo unspecified) | 0
CCOc1cc(CN2CCN(C(=O)COc3ccc(C)cc3)CC2)ccc1OC | 18
C/C=C1/CN2C3Cc4c([nH]c5ccc(O)cc45)C2(O)CC1C3CO (stereo unspecified) | 7
CCOc1ccc(C(=O)OC2CC3CCC(C2)N3C)cc1 (stereo unspecified) | -9

17 entries from above, reformatted.
| Compound | ROS inducer |
| --- | --- |
| N[C@H]1C[C@@H]1c1ccccc1 | -12 |
| Cn1c2c(c3ccccc31)CCNCC2 | -10 |
| COc1ccc(OC(=O)N(C)C[C@H]2OCc3cnnn3CCCC(=O)N([C@H](C)CO)C[C@H]2C)cc1 | 7 |
| C=C1[C@@H](C)[C@H]2[C@H](Cc3ccccc3)NC(=O)[C@]23[C@H](OC(C)=O)C=C[C@](C)(O)C(=O)[C@@H](C)C/C=C/[C@H]3[C@@H]1O | 23 |
| C[C@]12CC[C@H](O)C[C@H]1CC[C@@H]1[C@@H]2C[C@@H](O)[C@]2(C)[C@@H](C3=CC(=O)OC3)CC[C@]12O | -6 |
| COc1cc2c(cc1O)C[C@H]1c3c(cc(O)c(OC)c3-2)CCN1C | -13 |
| CCN(CC)P1(=O)OC(C)(C)CC1(C)O (stereo unspecified) | -4 |
| CNC(C)[C@H](O)c1ccccc1 (stereo partly specified) | -8 |
| C[C@]12CC[C@H](O)C[C@H]1CC[C@@H]1[C@@H]2CC[C@]2(C)[C@@H](c3ccc(=O)oc3)CC[C@]12O | -6 |
| C[C@H](CO)N1C[C@H](C)[C@@H](CN(C)C(=O)Oc2cccc3ccccc23)OCc2cn(nn2)CCCC1=O | 6 |
| CCCC(=O)O[C@@H]1[C@@H](C)[C@@]2(O)[C@@H](C=C(CO)C[C@]3(O)C(=O)C(C)=C[C@@H]23)[C@@H]2C(C)(C)[C@]12OC(=O)CCC | 5 |
| c1cncc(C2Nc3ccccc3-n3cccc32)c1 (stereo unspecified) | -4 |
| N#CC(C#N)=NNc1ccc(OC(F)(F)F)cc1 | 30 |
| CCOC(=O)C1=C(C)N(C)C2(C)CC1c1ccccc1O2 (stereo unspecified) | 0 |
| CCOc1cc(CN2CCN(C(=O)COc3ccc(C)cc3)CC2)ccc1OC | 18 |
| C/C=C1/CN2C3Cc4c([nH]c5ccc(O)cc45)C2(O)CC1C3CO (stereo unspecified) | 7 |
| CCOc1ccc(C(=O)OC2CC3CCC(C2)N3C)cc1 (stereo unspecified) | -9 |

(cont.)
SMILES | ROS inducer
O=c1c2ccccc2nc(CSc2ncnc3nc[nH]c23)n1-c1ccccc1Cl | 30
COc1ccc(OC(=O)N(C)C[C@H]2OCc3cnnn3CCCC(=O)N([C@@H](C)CO)C[C@H]2C)cc1 | -2
C[C@]12CC[C@H](O)C[C@H]1CCC1C2CC[C@]2(C)[C@@H](C3=CC(=O)OC3)[C@@H](O)C[C@]12O (stereo partly specified) | 5
C[C@H]1CN([C@@H](C)CO)C(=O)CCCn2nncc2CO[C@H]1CN(C)C(=O)Oc1ccccc1 | -3
CC1=CC2/C=C(\C)CCC(O)C(O)/C=C/C(=O)C23C(=O)NC(CC(C)C)C3C1C (stereo unspecified) | 70
CC(C)(O)c1cc(O)c2c(c1)CCC1C(C)(C(=O)O)CCCC21C (stereo unspecified) | -2
NC(=O)CS(=O)C(c1ccccc1)c1ccccc1 (stereo unspecified) | -13
CN1CCc2nc3sc(C(=O)C(C)(C)C)c(N)c3cc2C1 | 15
CCC1(c2cccc(O)c2)CCCCN(C)C1 (stereo unspecified) | -6
C[C@@H]1O[C@@H](O[C@@H]2C=C3CCC4C(CC[C@]5(C)[C@@H](c6ccc(=O)oc6)CC[C@]45O)[C@@]3(C)CC2)[C@H](O)[C@H](O)[C@H]1O (stereo partly specified) | 6
N#Cc1c(Cl)cccc1Cl | ?
CC[C@@]1(O)C(=O)OCc2c1cc1n(c2=O)-c2cc3ccccc3nc2C1 | -10
C[C@@H]1CN(C2CCC(C#N)(c3ccc(F)cc3)CC2)CC[C@]1(C(=O)O)c1ccccc1 (stereo partly specified) | -6
CCOC(=O)c1cc(C(C)(C)C)nc(OC(=O)N(C)C)c1C#N | 14
CCOC(=O)c1c(NC(=O)C2C(C)(C)C2(C)C)sc2c1CCC2 | 9
CCCCC/C=C\C/C=C\C/C=C\C/C=C\CCCC(=O)NCC(=O)O | -9
CO[C@H]1C[C@H](OC2CCC3(C)C4CCC5(C)C(C6=CC(=O)OC6)CC(OC(C)=O)C5(O)C4CC[C@H]3C2)O[C@@H](C)[C@@H]1O (stereo partly specified) | 8
CCOC(=O)c1c(C)n(Cc2ccccc2)c2ccc(OC(C)=O)cc12 | -7
Cn1c(=O)c2c(ncn2CCCl)n(C)c1=O | 4
COC(=O)C1C2c3ccccc3C(c3ccccc32)C1C(=O)OC (stereo unspecified) | 68
COc1nc(NC(C)C)nc(NC(C)C)n1 | -6
COc1ccc2c(c1)[C@]13CCCC[C@@H]1[C@H](C2)N(C)CC3 | 3
C=CCN1CC[C@]23c4c5ccc(O)c4OC2C(=O)CC[C@@]3(O)[C@H]1C5 (stereo partly specified) | 6
COc1ccc(CC2c3cc(OC)c(OC)cc3CCN2C)cc1OC (stereo unspecified) | -8
CCN1C[C@@]2(COC)C3[C@@H](OC)[C@H]4[C@@H]1[C@@]3(C1C[C@]3(O)[C@H](OC(=O)c5ccccc5)C1[C@]4(OC(C)=O)[C@@H](O)[C@H]3OC)[C@@H](OC)C[C@H]2O (stereo partly specified) | 22
CCn1cnc2c(Nc3cccc(Cl)c3)nc(N[C@@H]3CCCC[C@@H]3N)nc21 | 5
CC1N=C(c2ccccc2)c2ccccc2N(CCCOc2ccc(F)cc2)C1=O (stereo unspecified) | -3
N#Cc1cc2c(nc1SCc1ccccc1Br)C1CCN2CC1 | 14
CCOC(=O)c1c(C)n(Cc2ccccc2)c2ccc(OCC(O)CNC(C)(C)C)cc12 (stereo unspecified) | 17
Cc1ccccc1NC1=NCC(C)(C)S1 | 4
Cc1c(C(=O)Nc2ccccc2)cc(-c2ccccc2)n1CCCN1CCOCC1 | 13
COc1ccccc1CN1CCN(Cc2ccccc2)CC1 | 12
C=C(C)Cc1c(C)nc(SCC(=O)c2ccc(Cl)cc2)nc1OC(=O)N(C)C | 8
CC(C)[C@@]1(NC(=O)[C@@H]2C[C@@H]3c4cccc5[nH]cc(c45)C[C@H]3N(C)C2)O[C@@]2(O)[C@@H]3CCCN3C(=O)[C@H](Cc3ccccc3)N2C1=O | -7
C=C1[C@@H](C)[C@H]2[C@H](Cc3ccccc3)NC(=O)[C@]23OC(=O)/C=C\[C@H](O)CCC[C@@H](C)C/C=C/[C@H]3[C@@H]1O | -1

High-throughput results as filed in PubChem BioAssay.
